# AHR activator: human AHR activation; AHR-responsive luciferase reporter cells, luminescence; activation, % at 5 µM; P35869; 320,000 tested, 2.5% active; in the data active = activation above about 47%;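 note: 0% = vehicle wells and 100% = reference agonist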
# proCasp7 act: counter-screen for procaspase-3 activators: activators of human procaspase-7 | 330,000 tested, 0.093% active | activation, % at 8.5 µM | recombinant procaspase-7, Ac-DEVD-pNA absorbance 405 nm; D23A/D198A/D206A triple mutant, cannot self-cleave; scale: DMSO 0, 5 µM enzyme 100 | AID 463210 | P55210;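 active = percent activation above the screen-wide mean plus 3 SD, cut at about 25% in these data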
# Target sequence (P55210 whole entry D23A/D198A/D206A): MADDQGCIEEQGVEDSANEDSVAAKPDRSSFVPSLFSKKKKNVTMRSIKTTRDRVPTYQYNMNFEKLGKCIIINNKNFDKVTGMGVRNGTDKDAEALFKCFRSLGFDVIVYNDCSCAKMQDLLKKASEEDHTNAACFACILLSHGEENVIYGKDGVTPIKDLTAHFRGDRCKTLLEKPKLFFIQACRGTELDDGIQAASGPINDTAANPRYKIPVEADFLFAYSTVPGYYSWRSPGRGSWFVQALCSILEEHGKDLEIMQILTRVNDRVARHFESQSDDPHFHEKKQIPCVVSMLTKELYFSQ
#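 buffer or medium = Zinc-free HEPES/NaCl buffer, pH 7.4 | material = Procaspase-7 triple mutant (PC-7 D3A) | input = 2 µM procaspase-7 mutant as dispensed | signal = Epi-absorbance of released pNA at 405 nm, two timepoints | timing = 1 h preincubation, 2 h reaction | replicates = singlicate compound testing | evaluation = % activation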
# PP1 inh: blocks human PP1-alpha phosphatase, a PP5 counter-screen; AID 2235; 320,000 tested, 0.9% active; inhibition, % at 6.7 µM; P62136; purified PP1alpha, OMFP fluorescence;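 active = inhibition above the mean inhibition of all tested compounds plus 3 SD, computed separately for each screening campaign, cut at about 15% in these data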
# Target sequence (P62136 whole entry, looked up): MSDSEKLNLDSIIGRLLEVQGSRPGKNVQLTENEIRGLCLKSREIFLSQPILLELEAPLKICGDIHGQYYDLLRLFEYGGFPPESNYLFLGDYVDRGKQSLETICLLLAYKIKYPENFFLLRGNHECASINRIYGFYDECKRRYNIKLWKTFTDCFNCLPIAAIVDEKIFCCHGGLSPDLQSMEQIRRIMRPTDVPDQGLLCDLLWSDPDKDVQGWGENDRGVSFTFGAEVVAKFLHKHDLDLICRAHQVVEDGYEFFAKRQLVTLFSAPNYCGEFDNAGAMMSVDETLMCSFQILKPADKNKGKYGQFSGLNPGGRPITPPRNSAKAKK
# PAFAH2 inh: inhibitors of human PAFAH2; Q99487; recombinant PAFAH2, FP-rhodamine activity probe, fluorescence polarization; inhibition, % at 3.39 µM; 340,000 tested, 0.99% active;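 active = inhibition above the mean over all tested compounds plus 3 SD, cut at about 30% in these data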;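 note: inhibitors block probe labeling of enzyme so polarization drops; 0% = enzyme with DMSO and 100% = wells lacking PAFAH2 protein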
# core dimer inh: HCV core protein dimerization inhibition; AID 1899; TR-FRET GST/Flag-core106 dimerization, 1536-well; inhibition, % at 5 µM; 300,000 tested, 0.33% active;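 active = inhibition above the mean of all tested compounds plus 3 SD, set per screening campaign, cut at about 45% in these data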
#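 Assay system: tagged HCV core106 pair (GST and Flag); medium: KF-containing HEPES buffer, pH 7.45, DTT, CHAPS, BSA; also added: Eu donor and XL665 acceptor anti-tag antibodies; dosing: 5 µM single dose; timing: compound-protein-antibody incubation 4 h at 22.5 °C; signal: TR-FRET 671 and 617 nm emission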
# TPT1 inhibitor: C. albicans TPT1 enzyme inhibition; recombinant caTPT1, FP RNA substrate dephosphorylation; 300,000 tested, 0.81% active; inhibition, % at 5 µM;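 active = inhibition above the mean of all tested compounds plus 3 SD, set per screening campaign, cut at about 24% in these data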;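 note: plate controls were DMSO alone for no effect and ferristatin control at 100 nM for full effect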
# proCasp3 act: activators of human procaspase-3; recombinant procaspase-3 D3A, Ac-DEVD-pNA absorbance 405 nm; activation, % at 8.5 µM; P42574; 330,000 tested, 0.11% active; AID 463141;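 active = activation above the mean of all tested compounds plus 3 SD, cut at about 21% in these data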;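 note: 0% = DMSO alone and 100% = DMSO wells spiked with extra 5 µM PC-3 D3A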
# Target sequence (P42574 whole entry D9A/D28A/D175A): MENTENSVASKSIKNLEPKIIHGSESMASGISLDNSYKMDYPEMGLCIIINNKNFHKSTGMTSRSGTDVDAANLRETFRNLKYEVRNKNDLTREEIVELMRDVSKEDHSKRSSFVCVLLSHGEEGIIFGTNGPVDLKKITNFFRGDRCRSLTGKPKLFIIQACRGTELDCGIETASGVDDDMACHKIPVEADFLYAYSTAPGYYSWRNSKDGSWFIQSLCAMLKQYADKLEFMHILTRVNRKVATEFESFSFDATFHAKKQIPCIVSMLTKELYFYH
#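 assay system = Procaspase-3 D3A mutant | signal = absorbance at 405 nm, 0 and 120 min | times = 1 h preincubation plus 2 h reaction at 25 °C | repeats = single replicate | read-out = % activation between DMSO and enzyme-spiked controls | medium = Zinc-free HEPES saline buffer with Triton X-100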
# PP5 inh: inhibitors of human protein phosphatase 5 (PP5) | P53041 | purified PP5c, OMFP substrate fluorescence | inhibition, % at 6.7 µM | 320,000 tested, 0.18% active | AID 1987;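 active = inhibition above the campaign's mean inhibition across all tested compounds plus 3 SD, cut at about 9.5% in these data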;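 note: 0% = DMSO only and 100% = 100 µM cantharidin control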
# Fh CTSL1 inh: counter-screen for PFM18AAP inhibitors: inhibitors of F. hepatica cathepsin L1. recombinant F. hepatica cathepsin L1, Z-Leu-Arg-MCA fluorescence. inhibition, % at 5.96 µM. 300,000 tested, 0.49% active. AID 1906;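 active = inhibition above the mean of all tested compounds plus 3 SD, set per screening campaign, cut at about 17% in these data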;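 note: 0% = plate median of test compound wells and 100% = 1 µM Z-Phe-Ala-diazomethylketone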
# The depositor's hits bear a star; · = no result given. Rows are unselected; about 5.6% have a hit in one of these screens.
entry | structure | AHR activator | proCasp7 act | PP1 inh | PAFAH2 inh | core dimer inh | TPT1 inhibitor | proCasp3 act | PP5 inh | Fh CTSL1 inh
1 | CC1=NN(c2ccc(C)cc2)C(=O)/C1=C\c1ccc(Br)s1 | 39 | -8 | 4 | 4 | 13 | -4 | 7 | 1.1 | -3
2 | CN1CCCN(Cc2cccc3ccccc23)CC1 | 3 | 5 | 2 | 5 | -21 | 0 | 1 | 6.9 | 2
3 | COc1ccc(-n2c(C)cc(C(=O)COC(=O)Cc3n[nH]c(=O)c4ccccc34)c2C)cc1 | -5 | -2 | 9 | 3 | 16 | 5 | 9 | 5.1 | 0
4 | CC(C)Oc1ccc(C(=O)NCc2cccs2)cc1 | 8 | 10 | 0 | -3 | -8 | -3 | -6 | 1.6 | -5
5 | CCN(CC(=O)Nc1ccc(NC(C)=O)cc1)C(=O)/C=C/c1cn(-c2ccccc2)nc1-c1ccc(C)cc1 | -4 | 8 | -3 | -43 | 10 | 2 | 9 | 4.8 | 3
6 | CN(CC(=O)Nc1ccc(F)cc1)C(=O)CSc1nnc(Cc2ccccc2)o1 | -1 | 11 | · | 0 | · | · | 14 | · | ·
7 | CCC(C)Nc1c2c(nc3c(-c4ccccc4)c(C)nn13)CCC2 (stereo unspecified) | 4 | 9 | 2 | 7 | -2 | 3 | 9 | 1.3 | -1
8 | COc1ccc(C2=Nn3c(nnc3-c3ccncc3)SC2)cc1OC | 24 | 0 | 0 | 8 | -2 | -1 | 0 | 4.9 | 1
9 | Cc1c(N)cc(N)cc1C(=O)O | 1 | -4 | -1 | 2 | -2 | -46 | -6 | -0.5 | 0
10 | Cc1nc(NCC2CCCO2)c2oc3ccccc3c2n1 (stereo unspecified) | 9 | 11 | -4 | -2 | -1 | -5 | 8 | -0.6 | -1
11 | C#CCOCCOCCOCCNc1nc(N2CCN(C(=O)[C@H](CCC(=O)O)n3cc(C(N)CC(C)C)nn3)CC2)nc(N2CCN(C(=O)[C@H](Cc3cc4ccccc4[nH]3)n3cc(C(N)CC(C)C)nn3)CC2)n1 (stereo partly specified) | 21 | 2 | 0 | -2 | -26 | -3 | -5 | 0.1 | 10
12 | O=C(OCc1cc2ccccc2[nH]c1=O)c1cccc([N+](=O)[O-])c1 | 3 | 8 | -4 | -4 | 4 | -1 | -3 | -4.1 | -2
13 | COc1cccc(-n2nc3c(-n4ncc(C#N)c4N)nnc(C)c3c2C)c1 | 5 | 1 | 1 | 12 | 1 | 1 | 2 | 3.0 | 2
14 | CCN(CC)C(=O)NCc1c(C)cc(C)cc1C | 4 | 10 | -5 | 5 | -4 | -6 | -5 | -0.2 | -3
15 | O=C1C2CC=C(Cl)CC2C(=O)N1CCC[n+]1ccccc1 (stereo unspecified) | -1 | 9 | -1 | 0 | -4 | 2 | -1 | 0.7 | -3
16 | c1ccc(-c2cc(N3CCOCC3)nc(-c3ccccc3)n2)cc1 | 3 | 12 | -11 | -2 | 4 | 3 | 3 | 1.6 | -6
17 | CC(Oc1ccc(Br)cc1)C(=O)Nc1ccc(S(=O)(=O)N(C)C2CCN(C)CC2)cc1 (stereo unspecified) | 1 | 3 | -6 | 4 | 0 | -2 | 5 | -1.8 | 8
18 | CN(Cc1cccc2cnccc12)C(=O)CCc1nnc(CCc2ccccc2)o1 | 15 | -7 | 1 | -2 | -2 | -1 | 1 | 4.3 | 1
19 | COc1ccc(CN(C)C(=O)c2ccc(NS(=O)(=O)c3ccc(F)cc3)cc2)c(OC)c1OC | 2 | 0 | -3 | 2 | 5 | 0 | -1 | -0.4 | 3
20 | O=C(/C=C/c1ccc(OCCCF)cc1)NCc1ccc(Cl)c(Cl)c1 | -8 | 7 | 3 | -2 | 6 | -1 | 4 | 2.0 | 2

# Eight entries already listed, sorted by length of the SMILES, smallest number first:
entry | structure | AHR activator | proCasp7 act | PP1 inh | PAFAH2 inh | core dimer inh | TPT1 inhibitor | proCasp3 act | PP5 inh | Fh CTSL1 inh
10 | Cc1nc(NCC2CCCO2)c2oc3ccccc3c2n1 (stereo unspecified) | 9 | 11 | -4 | -2 | -1 | -5 | 8 | -0.6 | -1
16 | c1ccc(-c2cc(N3CCOCC3)nc(-c3ccccc3)n2)cc1 | 3 | 12 | -11 | -2 | 4 | 3 | 3 | 1.6 | -6
20 | O=C(/C=C/c1ccc(OCCCF)cc1)NCc1ccc(Cl)c(Cl)c1 | -8 | 7 | 3 | -2 | 6 | -1 | 4 | 2.0 | 2
18 | CN(Cc1cccc2cnccc12)C(=O)CCc1nnc(CCc2ccccc2)o1 | 15 | -7 | 1 | -2 | -2 | -1 | 1 | 4.3 | 1
13 | COc1cccc(-n2nc3c(-n4ncc(C#N)c4N)nnc(C)c3c2C)c1 | 5 | 1 | 1 | 12 | 1 | 1 | 2 | 3.0 | 2
12 | O=C(OCc1cc2ccccc2[nH]c1=O)c1cccc([N+](=O)[O-])c1 | 3 | 8 | -4 | -4 | 4 | -1 | -3 | -4.1 | -2
17 | CC(Oc1ccc(Br)cc1)C(=O)Nc1ccc(S(=O)(=O)N(C)C2CCN(C)CC2)cc1 (stereo unspecified) | 1 | 3 | -6 | 4 | 0 | -2 | 5 | -1.8 | 8
19 | COc1ccc(CN(C)C(=O)c2ccc(NS(=O)(=O)c3ccc(F)cc3)cc2)c(OC)c1OC | 2 | 0 | -3 | 2 | 5 | 0 | -1 | -0.4 | 3

# (more compounds)
entry | structure | AHR activator | proCasp7 act | PP1 inh | PAFAH2 inh | core dimer inh | TPT1 inhibitor | proCasp3 act | PP5 inh | Fh CTSL1 inh
21 | CCOc1ccc(CCNC(=O)C2CC(=O)N(CCc3ccccc3)C2)cc1OCC (stereo unspecified) | 2 | -6 | -2 | 1 | -2 | -3 | -1 | -0.9 | 2
22 | CC1(C)Cc2c(sc3nc(-c4cc5ccccc5o4)n(N)c(=O)c23)CO1 | 4 | 3 | -1 | 1 | -3 | 3 | 4 | -1.2 | -1
23 | Cc1ccc(C2=NS(=O)(=O)N(C)C(C(=O)NCc3ccccn3)=C2)cc1 | 7 | 4 | 1 | -5 | 6 | 1 | 4 | 0.3 | 0
24 | O=[N+]([O-])c1ccccc1CN1CCN(Cc2ccccn2)CC1 | 5 | -3 | 0 | 7 | -3 | -1 | -12 | -1.2 | -3
25 | Nc1nn(-c2ccccc2)c(N)c1N=Nc1ccc2c(c1)OCO2 | -2 | -6 | 0 | -7 | -19 | 4 | 5 | 5.2 | 1
26 | COc1ccc(CN2CCS(=O)(=O)CC2)cc1OC | 2 | 8 | -4 | 6 | 8 | 0 | -3 | -0.6 | -3
27 | CSc1nc(-c2ccc(C)cc2)nc(C(Cl)Cl)n1 | 5 | -5 | 3 | 4 | -4 | 1 | 5 | -0.3 | 3
28 | Cc1ccc(C(c2nnnn2C2CCCC2)N2CCN3CCCC3C2)cc1 (stereo unspecified) | 1 | 4 | -1 | 0 | -4 | -3 | 2 | 0.0 | 1
29 | O=C(C1CCN(C2CCN(Cc3ccc4c(c3)CCO4)CC2)CC1)N1CCCC1 | 0 | 5 | -6 | -2 | -2 | 6 | 8 | 0.2 | -5
30 | Cc1ccc(/C=C/C(=O)O)cc1S(=O)(=O)NC1CCS(=O)(=O)C1 (stereo unspecified) | 1 | -3 | -4 | 1 | -3 | -5 | 4 | -0.7 | 1

# (more compounds)
nr	Molecule	AHR activator	proCasp7 act	PP1 inh	PAFAH2 inh	core dimer inh	TPT1 inhibitor	proCasp3 act	PP5 inh	Fh CTSL1 inh
31	O=C(CN1CCC(C(=O)c2ccc(F)cc2)CC1)Nc1ccccc1Cl	-1	-3	2	5	1	-2	0	3.4	1
32	COC(=O)Cc1c(C)c2ccc(OCC(=O)N(C)C)cc2oc1=O	8	0	-3	2	-8	1	-2	1.9	0
33	COC(=O)CN1C(c2ccccc2)=Nc2ccc(Cl)cc2C1c1ccccc1 (stereo unspecified)	8	10	4	4	3	-2	1	1.9	-1
34	O=C(NNC(=O)c1ccc(O)cc1O)c1ccc(-c2ccccc2)cc1	-3	-1	0	2	2	2	-13	3.3	0
35	COc1ccc(-c2cc(C)no2)cc1S(=O)(=O)N1CCOc2ccc(C)cc21	2	-5	1	3	7	-2	-2	0.0	3
36	O=C(Nc1nc2ccccc2[nH]1)C12CC3CC(CC(C3)C1)C2	22	6	2	17	3	-3	-6	3.1	-3
37	O=C(CSc1n[nH]c(=O)[nH]c1=O)N/N=C/C=C/c1ccccc1	3	7	-1	5	0	1	-6	3.6	2
38	CCOc1ccc(CCNC(=O)CCNS(=O)(=O)c2ccc3c(c2)CCN3C(C)=O)cc1OCC	2	5	-4	-1	-4	-4	4	-1.0	-4
39	Cc1cc(-c2ccc(C)c(S(=O)(=O)N3CCN(C(=O)c4ccco4)CC3)c2)on1	0	13	1	-1	2	2	8	2.6	-2
40	CC1(C(=O)O)CCC(C(=O)NC2CCCCCC2)C1(C)C (stereo unspecified)	-2	-2	-5	-2	-4	1	3	-0.1	-1
41	CCOC(=O)NC(=O)/C(C#N)=N/Nc1c(F)cccc1F	10	4	-2	10	-4	-4	5	-1.4	0
42	OCCNC(=S)NCc1ccccc1	-2	2	0	·	-3	-6	2	-1.3	-4
43	COc1ccc(C(CC(=O)O)NC(=O)COc2ccccc2OC)cc1OC (stereo unspecified)	-4	4	-5	-3	-4	2	9	0.8	-1
44	COc1ccc(NC(=O)N(C)C[C@H]2Oc3ccc(NC(=O)CCN4CCOCC4)cc3C(=O)N([C@@H](C)CO)C[C@H]2C)cc1	-1	0	·	1	·	·	-2	·	·
45	N#C/C(=C\c1ccc(-c2ccc(Br)cc2)o1)C(=O)NCCc1c[nH]c2ccccc12	18	-27	3	-11	10	1	-19	2.8	4
46	COc1ccc2[nH]c(=O)c(-c3noc(-c4ccc(F)cc4)n3)cc2c1	7	-4	-2	16	17	-2	6	-1.8	0
47	O=C(Cn1cnc(S(=O)(=O)N2CCOCC2)c1)Nc1ccc(OC(F)(F)F)cc1	-2	3	-1	-3	12	-2	-3	1.1	-1
48	Cc1ccc(Cl)cc1N1CCN(c2cccc[n+]2C)CC1	7	-17	-9	1	-6	0	3	-2.5	-4
49	Cc1ccc(-c2nn(CC(=O)N3CCOCC3)c(=O)c3ccccc23)cc1S(=O)(=O)N(C)C	1	8	-2	-5	-2	-3	0	0.6	-5
50	CCC(=O)Nc1cccc(-c2ccc(N3CCCCC3)nn2)c1	-9	5	-2	-2	-12	-2	2	0.5	3
51	COc1cc(OC)cc(C(=O)NC(C(=O)Nc2ccc3c(c2)CCC3)C(C)C)c1 (stereo unspecified)	2	-1	0	-5	·	·	4	3.9	·
52	CCN1C(=O)CSC1=NC12CC3CC(CC(C3)C1)C2	1	3	-1	-1	1	1	8	0.5	-3
53	Cc1c(Cl)cccc1NC(=O)CC1NCCNC1=O (stereo unspecified)	-2	11	1	-1	-1	0	-1	1.3	-1
54	Cc1ccc(OCCn2c3ccccc3n3nc(C)c(=O)nc23)cc1	4	4	3	-4	7	-1	0	0.5	6
55	CCOC(=O)[C@H]1[C@H]2COc3ccc(Cl)cc3[C@@H]2N2C(=O)c3cc(F)c(F)cc3NC(=O)[C@@]12C	1	4	3	-8	4	-1	-3	1.7	0
56	COc1cc(NC(=O)c2ccc([N+](=O)[O-])o2)ccc1NC(=O)c1ccco1	-1	-3	-2	2	30	-3	-1	2.1	8

# Assay outcomes from PubChem.
